Screens as filed in PubChem.
M. tuberculosis – growth inhibition of non-replicating M. tuberculosis (AID 488890); hit rate 0.39% among 320,000; Mycobacterium tuberculosis non-replicating, growth inhibition; higher % means a stronger effect; inhibition, % at 25 µM, or IC50 in µM where a hit was titrated; in the data active means a potency from the dose series; inconclusive means inhibition mostly from about 82% at the one dose, without a potency; inactive means the rest, 99 in 100 with inhibition below about 76%;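 further: plate controls were DMSO cells for no effect and high antibiotic wells for full effect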
H1N1 NS1A inhibition – H1N1 influenza NS1A inhibitors, functional cell based assay (AID 504329) | NS1A functional cell-based assay, percent inhibition; higher % means a stronger effect | inhibition, % at 12.5 µM, or IC50 in µM where a hit was titrated | hit rate 0.3% among 340,000; in the data active means a potency from the dose series; inconclusive means inhibition above about 27% without an active follow-up result; further: strong numbers were not always called active
M. tuberculosis HTS – M. tuberculosis growth inhibition, HTS (AID 449762); inhibition, % at 25 µM; hits with a dose series show IC50 in µM; M. tuberculosis H37Rv growth inhibition, 7H9 media; higher % means a stronger effect; hit rate 0.59% among 330,000; in the data active means a potency from the dose series; inconclusive means inhibition above about 70% without an active follow-up result;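 further: bacterial growth assessed after seven days of incubation; strong numbers were not always called active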
VEEV TC-83 Vero – inhibitors of VEEV TC-83 cytopathic effect, confirmation, Vero cells (AID 588727) | Vero cells, VEEV TC-83 cytopathic effect inhibition; higher % means a stronger effect | inhibition, % at 20 µM, or IC50 in µM where a hit was titrated | hit rate 0.13% among 350,000; in the data active means a potency from the dose series; inconclusive means inhibition mostly from about 14% at the one dose, without a potency; inactive means the rest, 99 in 100 with inhibition below about 12%; further: strong numbers were not always called active
Salmonella PhoP GFP – PhoP regulon inhibitors, Salmonella typhi PhoP promoter GFP reporter, confirmatory (AID 1850) | Salmonella Typhi PhoP-promoter GFP reporter, fluorescence, 4 h; higher % means a stronger effect | one-dose inhibition, % at 50 µM; IC50 in µM for titrated hits | hit rate 0.33% among 310,000; in the data active means a potency from the dose series; inconclusive means inhibition mostly from about 25% at the one dose, without a potency; inactive means the rest, 99 in 100 with inhibition below about 19%;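 further: 0% = induced wells with vehicle and 100% = uninduced wells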
VEEV TC-83 Vero 10K pilot screen – recorded beside VEEV TC-83 Vero, whose call it bears; inhibition, %; measured here: 10K pilot screen inhibition
* hit, by the source's call; i = inactive; ? = inconclusive; . = not tested or not shown.

SMILES	M. tuberculosis	H1N1 NS1A inhibition	M. tuberculosis HTS	VEEV TC-83 Vero	Salmonella PhoP GFP	others
Cc1csc(NC(=O)c2ccc(OCC3CCCO3)cc2)n1 (stereo unspecified)	14%	9%	7%	1.3%	-10%
COc1ccc(C2=CC(=O)CC(c3ccccc3)C2)cc1 (stereo unspecified)	3%	2%	?	4.5%	-11%
Cc1ccc(-c2nnn(CC(=O)N(Cc3ccccc3)C(C(=O)NC(C)(C)C)c3ccncc3)n2)o1 (stereo unspecified)	17%	-2%	4%	i	7%
Cc1ccc2c(c1)NC(=O)c1cccnc1N2	-1%	-8%	0%	2.0%	-5%
CS(=O)(=O)C1=NSC2=NC(=O)/C(=C\c3ccc(-c4ccccc4)o3)C(=N)N21	8%	.	6%	.	-6%
O=C(NCC(=O)N(c1cccc(F)c1)C(C(=O)NCC1CCCO1)c1ccccc1)c1ccco1 (stereo unspecified)	-5%	-3%	-10%	2.1%	-6%	VEEV TC-83 Vero 10K pilot screen=3.6
CC(=O)N(C)c1ccc(N=Cc2cc3c(cc2[N+](=O)[O-])OCO3)cc1	3%	2%	-8%	1.2%	4%
C/C(=N\NC(=O)c1c([N+](=O)[O-])c(C)nn1C)c1ccc(NC(=O)C2CCCC2)cc1	23%	2%	9%	6.9%	0%
COc1ccc(NC(=O)CN(C)C(=O)c2ccccc2OCC(=O)Nc2cccc(C(F)(F)F)c2)cc1	2%	-4%	-5%	4.1%	-12%
Clc1ccc(CSc2nnc(-c3cccnc3)n2Cc2ccco2)c(Cl)c1	61%	-2%	-3%	7.6%	-8%
O=C1c2ccccc2C(=O)c2c1oc(C(F)(F)F)c2C(=O)c1ccccc1	-17%	20%	9%	i	0%
O=C(CSc1nnc(NC(=O)C2CCC2)s1)Nc1ccccc1	33%	-5%	-6%	2.0%	-7%
O=C(NC(=S)Nc1ccc(Cl)cn1)c1cccs1	-5%	5%	-2%	0.4%	-1%
COc1cc(C=O)c(Br)cc1OC1CCCC1	1%	-2%	-11%	i	3%
O=C(CSc1nncc(=O)[nH]1)NC1CCCCC1	-13%	3%	3%	0.7%	2%
COc1ccccc1/C=C1\C(=O)Nc2ccccc21	12%	-15%	-1%	0.7%	-2%
CCOP(=O)(OCC)C(Nc1cccc(C(F)(F)F)c1)c1ccc(C)cc1 (stereo unspecified)	-8%	-5%	12%	i	-1%
O=C(c1cnc2sccn2c1=O)N1CCN(c2ccccc2Cl)CC1	-6%	-7%	15%	1.4%	9%
COC(=O)[C@]1(Cc2ccccc2)N[C@H](c2ccc(-c3ccc(OC)cc3)cc2)[C@@H]2C(=O)N(C)C(=O)[C@@H]21	2%	-4%	0%	2.4%	9%
CCOC(=O)c1sc(=S)n(-c2ccccc2OC)c1N	5%	-4%	5%	0.7%	-7%
O=C(NCc1ccccn1)C1CCN(S(=O)(=O)c2ccccc2C(F)(F)F)CC1	.	-4%	.	2.9%	.
COc1cc(N(C)C)c([N+](=O)[O-])cc1C(=O)N1CCN(Cc2ccccc2)CC1	18%	-4%	-12%	3.3%	2%
COC(=O)c1ccccc1NC(=O)Nc1ncccc1C	6%	1%	-6%	i	-10%
Cc1nnc(NC(=O)c2ccccc2Br)s1	-3%	-10%	3%	2.4%	-14%
CCCCc1cc(=O)oc2cc(OCC(=O)Nc3ccccn3)ccc12	67%	-2%	44%	0.7%	0%
COC(=O)c1cc(NC(=O)c2cc(-c3ccc(OC)cc3)oc2C(F)(F)F)ccc1N1CCOCC1	35%	-2%	13%	5.0%	3%
Cc1c(NC(=O)C(C)OC(=O)c2cccnc2)c(=O)n(-c2ccccc2)n1C (stereo unspecified)	-12%	6%	0%	1.3%	-1%	VEEV TC-83 Vero 10K pilot screen=1.3
CN(C)C(=O)c1c(NC(=O)c2ccccc2)sc2c1CCC2	25%	-8%	1%	0.5%	-5%
COc1ccccc1/C=C/C(=O)NCC(=O)N1CCC(N(C)C2CCCC2)CC1	38%	-13%	-3%	0.8%	-4%
CN(C)c1ccc(NC(=O)CSc2nnc(C3CCCCC3)n2N)cc1	14%	12%	-10%	0.2%	6%
CN(Cc1ccon1)C(=O)C1CCC(=O)N(Cc2ccc(Cl)cc2)C1 (stereo unspecified)	-9%	-14%	-3%	1.6%	-14%
CCN(CC)CCN(C(=O)c1cccc([N+](=O)[O-])c1)c1nc2ccc(OC)cc2s1	-4%	-8%	-1%	i	25%
Cc1c(NC(=O)COc2ccccc2Cl)c(=O)n(-c2ccccc2)n1C	-12%	-9%	-4%	1.0%	.
CCc1nnc(NC(=O)CN2CCN(c3ccccc3F)CC2)s1	i	-9%	6%	1.0%	3%
NNC(=O)c1ccc(COc2ccc([N+](=O)[O-])cc2)o1	-4%	2%	5%	i	3%
Nc1ccc(N2CCN(C(=O)c3cccs3)CC2)cc1	13%	-6%	-3%	2.7%	2%

Compounds listed so far that contain a furan ring, fused or not, in the order listed:
SMILES	M. tuberculosis	H1N1 NS1A inhibition	M. tuberculosis HTS	VEEV TC-83 Vero	Salmonella PhoP GFP	others
Cc1ccc(-c2nnn(CC(=O)N(Cc3ccccc3)C(C(=O)NC(C)(C)C)c3ccncc3)n2)o1 (stereo unspecified)	17%	-2%	4%	i	7%
CS(=O)(=O)C1=NSC2=NC(=O)/C(=C\c3ccc(-c4ccccc4)o3)C(=N)N21	8%	.	6%	.	-6%
O=C(NCC(=O)N(c1cccc(F)c1)C(C(=O)NCC1CCCO1)c1ccccc1)c1ccco1 (stereo unspecified)	-5%	-3%	-10%	2.1%	-6%	VEEV TC-83 Vero 10K pilot screen=3.6
Clc1ccc(CSc2nnc(-c3cccnc3)n2Cc2ccco2)c(Cl)c1	61%	-2%	-3%	7.6%	-8%
O=C1c2ccccc2C(=O)c2c1oc(C(F)(F)F)c2C(=O)c1ccccc1	-17%	20%	9%	i	0%
COC(=O)c1cc(NC(=O)c2cc(-c3ccc(OC)cc3)oc2C(F)(F)F)ccc1N1CCOCC1	35%	-2%	13%	5.0%	3%
NNC(=O)c1ccc(COc2ccc([N+](=O)[O-])cc2)o1	-4%	2%	5%	i	3%

Remaining list, next part.
SMILES	M. tuberculosis	H1N1 NS1A inhibition	M. tuberculosis HTS	VEEV TC-83 Vero	Salmonella PhoP GFP	others
CCCCOc1ccc(CSC(CC(=O)O)C(=O)O)cc1 (stereo unspecified)	10%	-8%	1%	0.5%	2%
O=C(NCC(=O)N1CCCC1)c1ccc(Br)cc1	9%	3%	8%	0.1%	4%
Cc1c(CC(=O)NC(C)C)c(=O)oc2cc3c(cc12)CCC(C)(C)O3	-17%	-4%	7%	i	-4%
CC(=O)c1cc(CC(=O)N2CCc3c([nH]c4ccccc34)C2c2ccccn2)cs1 (stereo unspecified)	28%	2%	2%	8.9%	6%
CCCCOc1ccc(S(=O)(=O)N2CCCCCC2)cc1	34%	-4%	10%	i	14%
COc1cccc2cc(C(=O)NCc3ccccc3)c(=N)oc12	?	-1%	2%	5.7%	-4%
COc1cccc(C(=O)NC2CCN(CC(=O)Nc3cccc(C)c3C)CC2)c1	-16%	9%	-12%	1.7%	-7%
O=C(Cc1ccccc1)NNC1=NS(=O)(=O)c2ccccc21	-1%	1%	-3%	0.6%	0%
COc1cccc(NC(=O)c2cc(Cl)nnc2Cl)c1	-6%	8%	-8%	0.4%	-7%
COc1ccc(O)c(/C=N/Nc2nc(C)cc(-c3ccccc3)n2)c1	55%	14%	?	11%	1%
O=C(N/C(=C/c1ccc([N+](=O)[O-])cc1)C(=O)N1CCCC1)c1ccccc1	-6%	8%	1%	0.8%	1%
Brc1ccc(/C=N/Nc2nc3ccccc3o2)cc1	1%	-28%	10%	2.0%	12%
CCC(=O)c1ccc(OCC(=O)NCC2COc3ccccc3O2)cc1 (stereo unspecified)	19%	-11%	-1%	i	.
Nc1nonc1-n1nnc(C(=O)N/N=C/c2ccncc2)c1CSc1ccc(Cl)cc1	1%	3%	2%	0.1%	-14%
CCOP(=O)(OCC)C1NC(=O)N(c2ccccc2)C1=O (stereo unspecified)	38%	-12%	-4%	0.0%	-6%
CCNC(=S)Nn1cnc2ccccc21	-5%	12%	-2%	i	9%
O=C(NCc1cnn(-c2ccccc2)c1)C1CCC(=O)N(C2CC2)C1 (stereo unspecified)	-3%	-1%	-9%	0.6%	-5%
CC(=O)c1ccc(NC(=O)CSC2=NS(=O)(=O)c3cc(Cl)ccc3N2)cc1	-11%	-9%	2%	5.9%	3%
CC(C)NC(=O)c1nc2ccccc2s1	48%	-2%	11%	0.1%	1%
Cc1cccc(N2C(=O)CCC2=O)c1	-14%	3%	-7%	i	-12%
CC(C)=CCN1CCN(Cc2coc3ccc(C)cc3c2=O)CC1CCO (stereo unspecified)	32%	-6%	5%	0.5%	-2%
CCOc1ccc(OCCCN(C)C)cc1	0%	2%	1%	0.5%	-4%
COc1ccc(NC(=O)CC2C(=O)NC3CCCCC3N2C(=O)c2ccc(F)cc2)cc1 (stereo unspecified)	-6%	-14%	1%	i	4%
COc1ccc(S(=O)(=O)NC(C)C)cc1C(=O)N1CCOCC1	-11%	-3%	-8%	1.1%	-5%
COC(=O)c1ccc(C(=O)Nc2ccc(F)cc2)cc1	41%	-23%	6%	1.3%	5%
O=[N+]([O-])c1ccccc1S(=O)(=O)Nc1ccc(S(=O)(=O)Nc2nccs2)cc1	?	-4%	?	1.4%	-7%
CC(Cc1c[nH]c2ccccc12)C(=O)N1CCN(c2ccccc2F)CC1 (stereo unspecified)	0%	25%	0%	1.5%	3%
CCOC(=O)c1sc2nc(CC(=O)OC)nc(NCC(=O)OC)c2c1C	19%	7%	3%	1.4%	-2%
COc1cc(C2C(C(=O)c3cc4ccccc4o3)=C(O)C(=O)N2CCN2CCOCC2)ccc1OCCC(C)C (stereo unspecified)	.	19%	.	5.4%	.
Cc1sc2nc(C(C)C)nc(SCC(=O)N3CCOCC3)c2c1C	-10%	-11%	9%	1.2%	1%
CSCC[C@H](NC(=O)OC(C)(C)C)C(=O)N/N=C/c1cc2ccc(C)cc2nc1Cl	-1%	-2%	26%	0.6%	-6%
CC1=NN(c2ccccc2)C(=O)/C1=C/c1cccs1	-19%	24%	-10%	i	7%
O=C(COc1ncnc2sccc12)Nc1cccc(S(=O)(=O)N2CCCC2)c1	13%	0%	3%	0.1%	11%
Cc1ccc(NC(N)=S)cc1C	47%	3%	5%	0.3%	9%
Cc1ccc(NC(=O)CCC(=O)OCC(=O)c2ccc(Oc3ccc([N+](=O)[O-])cc3)cc2)cc1C	20%	-4%	-4%	0.3%	-4%
COc1ccccc1N(C)S(=O)(=O)c1ccc(C(=O)OCC(=O)N(C)c2ccccc2)cc1	17%	-8%	?	1.5%	-6%
COC(=O)c1ccccc1NC(=O)c1ccc(COc2cc(C)cc(C)c2)o1	3%	1%	-1%	i	-11%
O=C(CN1C(=O)C(=O)N(C2CCCC2)C1=O)Nc1ccc([N+](=O)[O-])cc1	.	-5%	.	0.3%	.
C[C@H](CO)N1C[C@H](C)[C@@H](CN(C)C(=O)Nc2ccc(C(F)(F)F)cc2)Oc2ccc(NC(=O)Cc3ccccc3)cc2C1=O	34%	4%	-5%	0.3%	.
Cc1ccc(NS(=O)(=O)c2cccc3cccnc23)c(Cl)c1	5%	0%	4%	2.0%	0%

3 compounds out of the list, sorted by SMILES length, descending:
SMILES	M. tuberculosis	H1N1 NS1A inhibition	M. tuberculosis HTS	VEEV TC-83 Vero	Salmonella PhoP GFP	others
COc1ccccc1N(C)S(=O)(=O)c1ccc(C(=O)OCC(=O)N(C)c2ccccc2)cc1	17%	-8%	?	1.5%	-6%
O=C(CN1C(=O)C(=O)N(C2CCCC2)C1=O)Nc1ccc([N+](=O)[O-])cc1	.	-5%	.	0.3%	.
COC(=O)c1ccccc1NC(=O)c1ccc(COc2cc(C)cc(C)c2)o1	3%	1%	-1%	i	-11%
